Screening results deposited in PubChem by National Center for Advancing Translational Sciences (NCATS).
TexasRed fluor – Total Fluorescence Counterscreen for Inhibitors of the Interaction of Thyroid Hormone Receptor and Steroid Receptor Coregulator 2 | Potency, µM (highest dose often 106 µM), without a hit: at the highest dose fluorescence change, negative = quenching | 280,000 compounds, 0.29% hits | TRb/SRC2 Texas Red total fluorescence interference | AID 1479, 2009; active means well fitted curve in either direction with a large enough effect; inconclusive means small, poorly fitted or top-dose-only effect
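Flags fluorescent or light-absorbing compounds by total fluorescence, S + 2P, at 555 nm excitation and 632 nm emission. Mixture: 20 nM Texas Red SRC2 peptide, 0.6 uM human TRb LBD, 1 uM T3, 5% DMSO; compound exposure 5 h at ambient temperature.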
GAA spleen mod – qHTS Assay for Inhibitors and Activators of Human alpha-Glucosidase From Spleen Homogenate. Potency, µM (highest dose often 79.9 µM), for the others: at the highest dose activity change, negative = inhibition, actives largely listed as inhibitors. human spleen homogenate, 4-MU-alpha-glucoside fluorescence. 240,000 compounds, 0.006% hits;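 further: 0% = enzyme with vehicle and -100% = no enzyme basal signal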
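Human spleen homogenate (1 ug) with 4-methylumbelliferyl-alpha-D-glucopyranoside (1 mM final) in 50 mM citrate/phosphate pH 5.0, 0.01% Tween-20; 40 min at 37 C. Stopped at pH 10; 4-MU fluorescence Ex 365/Em 440 nm; AC50 by Hill fit.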
RECQ1 helicase – qHTS Assay for Inhibitors of RecQ-Like Dna Helicase 1 (RECQ1); RECQ1 DNA unwinding, red fluorescence kinetic read; 240,000 compounds, 0.54% hits; AID 2549, 2010; ATP-dependent DNA helicase Q1 (Homo sapiens), P46063; Potency, µM (highest dose often 57.3 µM), for inactives: top-dose activity, negative = inhibition, usual class: inhibitors;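 further: plate controls were vehicle for no effect and no enzyme for full effect; nearly all actives have a fitted effect of over 30% in size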
Target sequence (P46063 whole entry, looked up): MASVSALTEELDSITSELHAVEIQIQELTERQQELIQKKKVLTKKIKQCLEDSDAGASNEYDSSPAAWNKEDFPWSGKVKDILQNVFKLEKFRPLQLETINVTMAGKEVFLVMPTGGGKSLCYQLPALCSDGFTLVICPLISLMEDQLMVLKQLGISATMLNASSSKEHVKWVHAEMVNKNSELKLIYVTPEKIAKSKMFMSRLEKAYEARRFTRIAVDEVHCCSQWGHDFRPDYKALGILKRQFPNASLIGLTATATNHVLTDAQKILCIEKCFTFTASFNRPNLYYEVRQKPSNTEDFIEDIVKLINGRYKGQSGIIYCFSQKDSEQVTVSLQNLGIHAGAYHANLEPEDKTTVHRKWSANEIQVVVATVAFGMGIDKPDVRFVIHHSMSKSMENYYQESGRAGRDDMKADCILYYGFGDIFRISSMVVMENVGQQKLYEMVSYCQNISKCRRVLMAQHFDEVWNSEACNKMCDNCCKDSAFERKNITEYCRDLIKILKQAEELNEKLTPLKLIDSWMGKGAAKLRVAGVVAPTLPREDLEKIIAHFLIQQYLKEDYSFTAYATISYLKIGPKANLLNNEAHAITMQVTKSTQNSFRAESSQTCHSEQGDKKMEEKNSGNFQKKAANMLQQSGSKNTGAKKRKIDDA
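50 nM RECQ1T1 preincubated 15 min with compound in Tris pH 8.0 buffer with MgCl2, DTT, Tween-20 and 2.5 ug/ml poly(dI-dC); started with 200 nM TAMRA/BHQ-2 forked duplex and 2 mM ATP. Unwinding read as fluorescence (525/598 nm), two reads 2 h apart.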
L3MBTL1 block – qHTS Assay for the Inhibitors of L3MBTL1. AlphaScreen L3MBTL1–H3K9me1 peptide binding. Potency, µM (series often up to 57.1 µM), for inactives: at the top dose activity, negative = inhibition, actives largely listed as inhibitors. 230,000 compounds, 0.66% hits. AID 485360, 2010; further: nearly all actives have a fitted effect of over 60% in size
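First, the protein-peptide complex forms for 30 min at room temperature (L3MBTL1 50 nM, biotinylated H3K9me1 peptide 75 nM). Next, compounds are pin-transferred and incubated 30 min. Finally, AlphaScreen beads are added and read after 30 min.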
TRb SRC2 PPI – qHTS for Inhibitors of the Interaction of Thyroid Hormone Receptor and Steroid Receptor Coregulator 2; TRbeta-SRC2 peptide binding, fluorescence polarization; receptor liganded with 1 µM T3; Potency, µM (highest dose often 106 µM), for inactives: at the top dose activity change, negative = inhibition, actives largely listed as inhibitors; 280,000 compounds, 0.065% hits;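 further: plate controls were bound peptide for no effect and peptide without receptor for full effect; nearly all actives have a fitted effect of over 50% in size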
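Compounds were added to 0.6 uM TRb ligand-binding domain and 20 nM Texas Red-labeled SRC2 peptide in Tris buffer containing 1 uM T3, incubated 5 hr at ambient temperature, then read by fluorescence polarization.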
GAA inh – qHTS Assay for Inhibitors of Human alpha-Glucosidase as a Potential Chaperone Treatment of Pompe Disease; purified human GAA, 4-MU-alpha-glucoside fluorescence; AID 1466, 2008; 200,000 compounds, 0.005% hits; Potency, µM (doses to about 76.9 µM), inactives show at the top dose activity change, negative = inhibition, usual class: inhibitors;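 further: plate controls were uninhibited enzyme wells for no effect and no-enzyme background for full effect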
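qHTS format, compound range up to 77 uM. Human lysosomal enzyme at 4 nM, 400 uM 4-MU glucoside substrate, pH 5.0, 20 min room temperature; fluorescence after alkaline stop gives activity normalized to controls.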
GAA glycogen mod – qHTS Assay for Inhibitors and Activators of Human alpha-Glucosidase Cleavage of Glycogen; Potency, µM (series often up to 76.4 µM), for the others: top-dose activity change, negative = inhibition, actives largely listed as inhibitors; Lysosomal alpha-glucosidase (Homo sapiens), P10253; recombinant GAA, glycogen substrate, Amplex Red glucose oxidase fluorescence; 300,000 compounds, 0.38% hits;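 further: 0% = full enzyme reaction and -100% = no-enzyme basal signal; the screen sought inhibitors and activators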
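qHTS, 1536-well; enzyme 4 nM final; cpd up to 77 uM; substrate bovine liver glycogen 30 ug; 50 mM citrate/phosphate pH 5.0, 0.01% Tween-20; 37 C, 40 min; Amplex Red detection 45 min RT; Hill fit → AC50.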
GoLoco inh red – qHTS Assay for Inhibitors of RGS12 GoLoco Motif Activity (Red Fluorophore) | Guanine nucleotide-binding protein G(i) subunit alpha-1 (Homo sapiens), P63096 | Gai1:RGS12 GoLoco peptide FP, rhodamine, 10 min | Potency, µM (series often up to 61.6 µM), for the others: at the top dose activity, negative = inhibition, usual class: inhibitors | 230,000 compounds, 0.44% hits | AID 880, 2007; active means well fitted inhibition curve with a large enough effect, not every such curve was filed as active; inactive means no such curve, though single readings can be large or run the other way; further: nearly all actives have a fitted effect of over 30% in size; many of its hits are not listed in these tables
Target sequence (P63096 whole entry, looked up): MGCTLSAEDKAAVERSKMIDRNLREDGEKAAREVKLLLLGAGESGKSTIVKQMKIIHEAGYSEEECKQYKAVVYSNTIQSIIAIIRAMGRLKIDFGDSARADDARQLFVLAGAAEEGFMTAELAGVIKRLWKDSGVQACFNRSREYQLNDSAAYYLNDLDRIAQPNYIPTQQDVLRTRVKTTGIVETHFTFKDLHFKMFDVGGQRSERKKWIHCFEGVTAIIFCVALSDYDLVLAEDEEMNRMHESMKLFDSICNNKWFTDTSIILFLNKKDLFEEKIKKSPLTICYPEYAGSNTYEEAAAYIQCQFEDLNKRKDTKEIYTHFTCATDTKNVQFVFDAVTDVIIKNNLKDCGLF
Active calls of the source: *; i = inactive; ? = inconclusive; / = not tested or not shown; [ ] = remark or other dose. Unless noted, the call rests on the fitted dose curve; in most records, active means well fitted curve in the direction sought with a large enough effect; inconclusive means small, poorly fitted or top-dose-only effect, or another doubt; inactive means no such curve, though single readings can be large; an effect the other way counts as inactive or inconclusive. Unless noted, on the % scale 0 is the no-effect control and ±100 the full control effect; potency means the concentration at half of the fitted maximal effect. Not all compounds are listed, so the mix of outcomes need not match the whole.

SMILES	TexasRed fluor	GAA spleen mod	RECQ1 helicase	L3MBTL1 block	TRb SRC2 PPI	GAA inh	GAA glycogen mod	GoLoco inh red
CCn1cc(C(=O)NCc2ccccn2)c(=O)c2cc(F)c(N3CCN(C)CC3)cc21	0%	2%	i	/	-1%	10%	4%	6%
CC(CN1CCN(C)CC1)OC(=O)c1ccc(Cl)cc1Cl (centres undefined)	2%	1%	-2%	/	6%	-5%	2%	-26%
CC(C)CNC(C(=O)Nc1ccc([N+](=O)[O-])cc1Br)c1ccccc1 (centres undefined)	1%	7%	-5%	-7%	9%	-3%	0%	-11%
O=C1/C(=C\Nc2ccc(Cl)cc2)CCN1c1ncccn1	-1%	-3%	-5%	-1%	-11%	0%	-8%	5%
COc1ccc(/C(C)=N\NC(=O)c2ccc3c(c2)OCO3)cc1OC	2%	1%	-15%	/	5%	4%	1%	-9%
CCOC(=O)C1CCCN(c2c(C(=O)c3ccccc3)cnc3ccccc23)C1 (centres undefined)	0%	-6%	i	/	-2%	-8%	-14%	3%
O=C(COc1cccnc1[N+](=O)[O-])Nc1cccc(S(=O)(=O)N2CCOCC2)c1	-1%	-12%	-5%	37%[activator]	-13%	?	2%	-7%
CSc1ccccc1NC(=O)CSCc1ccccc1Br	4%	-7%	1%	26%	-2%	2%	-5%	/
Cc1ccc(C2NC(=O)Cc3ccccc32)cc1 (centres undefined)	3%	-3%	i	/	-23%	-5%	5%	-1%
COc1ccc(COC(=O)c2ccc3c(=O)n4c(nc3c2)CCC4)cc1F	-1%	4%	5%	8%	2%	-18%[15.4 µM]	5%	7%
O=C(COC(=O)/C=C/c1ccco1)NCc1ccccc1Cl	-1%	1%	-7%	18%	-12%	0%	1%	0%
CNc1sc(C(=O)c2cccs2)c(N)c1-c1nc2ccccc2s1	-1%	0%	-2%	-28%	-1%	?	?	46%[activator]
CC(=O)c1ccc(NC(=S)N2CCC(Cc3ccccc3)CC2)cc1	0%	-3%	-10%	-26%	6%	/	-7%	6%
O=C(Nc1ccc(Br)cc1)Nc1ccccc1Cl	1%	7%	-12%	12%	7%	-2%	4%	-1%
Nc1nc(/C=C/c2ccc(F)cc2)nc(-c2ccccc2O)n1	4%	-9%	-2%	10%	7%	0%	1%	5%
O=c1c(O)c(-c2ccc(O)c(O)c2)oc2c(OC[C@@H]3O[C@@H](O)[C@@H](O)[C@H](O)[C@H]3O)c(O)cc(O)c12	-17%	-12%	-12%	/	-8%	/	/	-7%
Fc1ccccc1-c1nnc2c3ccccc3nc(N3CCOCC3)n12	3%	4%	i	-1%	-6%	-2%	9%	9%
CCCN1C2=C(C(=O)CC(C)(C)C2)C(c2ccc(F)cc2)C2=C1c1ccccc1C2=O (centres undefined)	-3%	-2%	i	/	-4%	2%	0%	19%
COC(=O)c1cc2nc(-c3ccc(OC)cc3)cc(C(F)(F)F)n2n1	-1%	5%	-3%	6%	5%	-6%	-8%	-3%
CCC(CC)C(=O)Nc1nc(-c2ccc3c(c2)CCN3C(=O)C2CC2)c(C)s1	-2%	-13%	1%	/	4%	-3%	-5%	6%
CC(C)NCC(O)COCCOc1ccc(C(C)(C)C)cc1 (centres undefined)	0%	-11%	13%	-3%	-4%	14%	-4%	2%
Cc1ccc(S(=O)(=O)Cc2ccc(C(=O)NCCCN3CCCC3=O)o2)cc1	0%	-2%	-4%	/	4%	-11%	11%	-21%
CN(C(=O)NC(=O)C1=C(N2CCOCC2)/C(=C/c2ccccc2)CC1)S(C)(=O)=O	2%	?	-6%	-4%	6%	?	-3%	-10%
CCOC(=O)CSC1=C(C#N)C(c2ccc(Cl)cc2)C(C(=O)OC)C(=O)N1 (centres undefined)	-2%	0%	-2%	/	5%	-3%	-5%	-2%
COc1ccccc1NC(=O)COc1ccc(CO)cc1Cl	-3%	-4%	-2%	-13%[11.4 µM]	-10%	-11%	6%	8%
Cc1ccnc(NC(=O)CCCOc2ccc(Cl)cc2C)c1	0%	3%	i	17%	-13%	-5%	-15%	7%
O=C1CS/C(=N\N=C\c2ccco2)N1c1ccccc1	-3%	-4%	-8%	-26%	1%	/	3%	31%[activator]
CCN(CC)CC(O)COC(c1ccccc1)c1ccccc1 (centres undefined)	-1%	5%	-12%	/	6%	/	4%	0%
CN(C(=O)CSc1nnc(-c2ccco2)n1N)C1CCCCC1	-6%	2%	-3%	-2%	1%	4%	2%	4%
CCOC(=O)C(Cc1ccc(NC(=O)/C(=C/c2ccc(OC(C)=O)cc2)NC(C)=O)cc1)N1C(=O)c2ccccc2C1=O (centres undefined)	-3%	-6%	i	-2%	3%	-4%	1%	5%
O=C(NCCc1ccccc1)c1ccccc1F	-1%	1%	1%	-5%	0%	-7%	10%	11%
C=C1CCN(C(C)C(=O)OCc2ccc(C)cc2)S(=O)(=O)c2ccccc21 (centres undefined)	0%	-11%	-3%	/	1%	/	/	/
CS(=O)(=O)N1Cc2ccccc2CC1C(=O)Nc1ccccc1C(N)=O (centres undefined)	-2%	-1%	-11%	1%	-15%	4%	-3%	-4%
C=CCn1c(NC(=O)CC)c(C(=O)OCC)sc1=S	0%	1%	-9%	/	-2%	1%	-2%	22%
CCOC(=O)[C@]1(C(NC(=O)OC)c2ccccc2)CCCC1=O (some centres undefined)	3%[11.2 µM]	13%[17.4 µM]	2%[11.5 µM]	/	-5%[11.2 µM]	/	/	/
CCN(CC)c1nc2ccccc2c(N)c1-c1ccccc1	-1%	-4%	-2%	-2%	11%	-5%	4%	-15%
COc1ccc(CC2(CO)CCN(Cc3cnn(C)c3)CC2)cc1	0%[53 µM]	4%	i	3%	11%[53 µM]	?	-9%	6%
Cc1cccc(C)c1Nc1ncnc(N)c1[N+](=O)[O-]	1%	-5%	-1%	8%	-4%	1%	8%	9%
CCc1cccc2c(C(=O)COC(=O)c3ccccc3)c[nH]c12	0%	-8%	-9%	12%	-1%	-6%	8%	-4%
COc1ccccc1C(=O)N/N=C(\C)CC(=O)Nc1ccc(Cl)cn1	-2%	-1%	0%	4%	-3%	/	-5%	7%
O=C(O)CC1(CC(=O)Nc2cccc(C(F)(F)F)c2)CCCC1	-5%	3%	i	14%	3%	/	0%	-7%
Cc1cc(C)cc(Nc2ncc3c(n2)CCCC3=O)c1	-1%	-15%	-5%	5%	2%	-2%	-5%	-3%
CSc1nsc(SCC(=O)Nc2nc3ccccc3s2)n1	-1%	-17%	-1%	3%	-7%	-4%	-2%	5%
CC(=Nc1cccc(O)c1)c1sc2ccccc2c1O	0%	-4%	-11%	1%	-3%	-3%	-6%	5%
O=C1OCc2ccc(NS(=O)(=O)c3ccc(C(F)(F)F)cc3)cc21	-1%	5%	-1%	/	-3%	/	-1%	-2%
CC(C)C[C@@H](CC(=O)N[C@@H](CCC(=O)O)CC(=O)O)NC(=O)[C@@H]1CCCC[C@H]1NC(=O)C[C@H](CCCN)NC(=O)C[C@H](Cc1ccccc1)NC(=O)[C@@H]1CNCC[C@H]1N	-3%	0%	-11%	/	-1%	/	/	3%
COc1ccc(C(=O)NC2=C(C#N)CCC2)cc1OC	-1%	-1%	-2%	6%	-4%	2%	-1%	6%
O=C(c1ccco1)N(CC1CCCO1)c1nc(-c2ccccc2)cs1 (centres undefined)	2%	-1%	-3%	0%	-3%	1%	5%	15%

Record cards (already shown). Order of values: TexasRed fluor | GAA spleen mod | RECQ1 helicase | L3MBTL1 block | TRb SRC2 PPI | GAA inh | GAA glycogen mod | GoLoco inh red
CC(C)NCC(O)COCCOc1ccc(C(C)(C)C)cc1 (centres undefined) in the list: 0% | -11% | 13% | -3% | -4% | 14% | -4% | 2%
Cc1cccc(C)c1Nc1ncnc(N)c1[N+](=O)[O-] in the list: 1% | -5% | -1% | 8% | -4% | 1% | 8% | 9%
COc1ccccc1C(=O)N/N=C(\C)CC(=O)Nc1ccc(Cl)cn1 in the list: -2% | -1% | 0% | 4% | -3% | / | -5% | 7%
COC(=O)c1cc2nc(-c3ccc(OC)cc3)cc(C(F)(F)F)n2n1 in the list: -1% | 5% | -3% | 6% | 5% | -6% | -8% | -3%
Cc1ccnc(NC(=O)CCCOc2ccc(Cl)cc2C)c1 in the list: 0% | 3% | i | 17% | -13% | -5% | -15% | 7%

Next section.
SMILES	TexasRed fluor	GAA spleen mod	RECQ1 helicase	L3MBTL1 block	TRb SRC2 PPI	GAA inh	GAA glycogen mod	GoLoco inh red
COc1cc(/C=C/C(=O)N2CCCC2)cc(OC)c1OC	-1%	-10%	-5%	5%	-5%	-11%[15.4 µM]	3%	10%
Cn1cnc(S(=O)(=O)N2CCc3ccccc32)c1	2%	6%	-14%	/	-11%	-6%	-12%	5%
O=C1CC(c2ccccc2Cl)c2c(sc3c(=O)[nH]c(CCl)nc23)N1 (centres undefined)	-2%	8%	0%	4%	-2%	/	-4%	7%
CCOC(=O)CSc1ccc2ccccc2n1	-1%	2%	11%	26%	-1%	4%	19%	1%
CCOC(=O)c1ccc(-c2cccc(C(F)(F)F)c2)nc1C	-1%	6%	i	24%	-4%	-3%	2%	-1%
NS(=O)(=O)c1cc(C(=O)O)cc(N2CCCC2)c1Oc1ccccc1	-3%[53 µM]	11%[29.1 µM]	i	-3%	2%[53 µM]	/	/	10%[21.6 µM]
Cc1ccc(SCCNS(C)(=O)=O)cc1	0%	8%	-4%	/	7%	2%	4%	-12%
O=C(CSc1nc(O)c(Cc2ccccc2)c(=O)[nH]1)N1CCOCC1	2%	-2%	0%	/	0%	/	1%	27%
